Apoferritin bind – binds horse apoferritin like a general anesthetic; P02791; apoferritin/1-aminoanthracene competitive binding, fluorescence; Potency, µM (top dose mostly 77.5 µM), inactives show at the highest dose activity change, negative = displacement, actives largely listed as inhibitors; hit rate 0.074% among 350,000; AID 485281; also: potency is read from the fitted curve at half-maximal effect; % is scaled to controls: 0 for no effect and ±100 for the full control effect; nearly all actives have a fitted effect of over 20% in size
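Apoferritin-based anesthetic binding model; compound displacement of fluorescent 1-AMA measured as endpoint fluorescence after 10 minutes at room temperature, scaled to free-ligand and complex controls.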
POLK inh – DNA polymerase kappa (human) inhibition; Q9UBT6; Potency, µM (top dose mostly 107 µM), for the others: at the highest dose activity, negative = inhibition, usual class: inhibitors; hit rate 0.53% among 400,000; purified Pol kappa, fluorescent DNA synthesis assay, 10 min; also: potency is read from the fitted curve at half-maximal effect; % is scaled to controls: 0 for no effect and ±100 for the full control effect
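Activity was followed as the change in fluorescence between reads at 0 and 10 min after starting the reaction with 50 nM substrate. Beforehand, 10 nM polymerase had been preincubated with compound for 15 min at room temperature.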
TRHR ag – activates the human TRH receptor; P34981; TRHR cells, calcium flux fluo-8, FDSS agonist mode; activation, % at 2 µM; hit rate 0.18% among 360,000; AID 493084; in the data active = activation above about 30%; also: 0% is about no effect
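Fluo-8-loaded TRHR cells; 10 s baseline, compound added, kinetic Ca2+ fluorescence read 1/s, agonist mode.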
ERG Ets-DNA blk – ERG Ets/DNA interaction inhibition. fluorescence polarization, His-ERG Ets domain / labelled DNA. hit rate 0.028% among 370,000. P11308. Potency, µM (titrated, usually from 76.9 µM), for inactives: at the highest dose FP activity, negative = inhibition, usual class: inhibitors; active = well fitted inhibition curve with a large enough effect in the polarisation, with a control signal flat; inconclusive = small, poorly fitted or top-dose-only effect, or effect the other way, or a change in a side signal; inactive = no such curve, though single readings can be large or run the other way; the % refers to the polarisation;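 also: polarization taken with two DNA probes labelled with fluorescein and Texas red; potency is read from the fitted curve at half-maximal effect; % of control where 0% means no effect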
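His-tagged ERG Ets domain (1 uM in the protein solution; 300mM KCl, 50mM Tris-HCl, 1mM EDTA, 1mM DTT, pH 7.5) received compound, then a probe mix of 5 nM fluorescein-DNA and 100nM Texas-615-DNA. Fluorescence polarization was read for both dyes.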
BLM helicase inh – inhibitors of human Bloom syndrome helicase BLM | AID 2528 | P54132 | hit rate 0.2% among 350,000 | recombinant BLM DNA unwinding, fluorescence dequenching | Potency, µM (highest dose often 56.1 µM), inactives show at the top dose activity change, negative = inhibition, most hits filed as inhibitors;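 also: potency is read from the fitted curve at half-maximal effect; plate controls were vehicle for no effect and no enzyme for full effect; nearly all actives have a fitted effect of over 35% in size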
Target sequence (P54132 whole entry, looked up): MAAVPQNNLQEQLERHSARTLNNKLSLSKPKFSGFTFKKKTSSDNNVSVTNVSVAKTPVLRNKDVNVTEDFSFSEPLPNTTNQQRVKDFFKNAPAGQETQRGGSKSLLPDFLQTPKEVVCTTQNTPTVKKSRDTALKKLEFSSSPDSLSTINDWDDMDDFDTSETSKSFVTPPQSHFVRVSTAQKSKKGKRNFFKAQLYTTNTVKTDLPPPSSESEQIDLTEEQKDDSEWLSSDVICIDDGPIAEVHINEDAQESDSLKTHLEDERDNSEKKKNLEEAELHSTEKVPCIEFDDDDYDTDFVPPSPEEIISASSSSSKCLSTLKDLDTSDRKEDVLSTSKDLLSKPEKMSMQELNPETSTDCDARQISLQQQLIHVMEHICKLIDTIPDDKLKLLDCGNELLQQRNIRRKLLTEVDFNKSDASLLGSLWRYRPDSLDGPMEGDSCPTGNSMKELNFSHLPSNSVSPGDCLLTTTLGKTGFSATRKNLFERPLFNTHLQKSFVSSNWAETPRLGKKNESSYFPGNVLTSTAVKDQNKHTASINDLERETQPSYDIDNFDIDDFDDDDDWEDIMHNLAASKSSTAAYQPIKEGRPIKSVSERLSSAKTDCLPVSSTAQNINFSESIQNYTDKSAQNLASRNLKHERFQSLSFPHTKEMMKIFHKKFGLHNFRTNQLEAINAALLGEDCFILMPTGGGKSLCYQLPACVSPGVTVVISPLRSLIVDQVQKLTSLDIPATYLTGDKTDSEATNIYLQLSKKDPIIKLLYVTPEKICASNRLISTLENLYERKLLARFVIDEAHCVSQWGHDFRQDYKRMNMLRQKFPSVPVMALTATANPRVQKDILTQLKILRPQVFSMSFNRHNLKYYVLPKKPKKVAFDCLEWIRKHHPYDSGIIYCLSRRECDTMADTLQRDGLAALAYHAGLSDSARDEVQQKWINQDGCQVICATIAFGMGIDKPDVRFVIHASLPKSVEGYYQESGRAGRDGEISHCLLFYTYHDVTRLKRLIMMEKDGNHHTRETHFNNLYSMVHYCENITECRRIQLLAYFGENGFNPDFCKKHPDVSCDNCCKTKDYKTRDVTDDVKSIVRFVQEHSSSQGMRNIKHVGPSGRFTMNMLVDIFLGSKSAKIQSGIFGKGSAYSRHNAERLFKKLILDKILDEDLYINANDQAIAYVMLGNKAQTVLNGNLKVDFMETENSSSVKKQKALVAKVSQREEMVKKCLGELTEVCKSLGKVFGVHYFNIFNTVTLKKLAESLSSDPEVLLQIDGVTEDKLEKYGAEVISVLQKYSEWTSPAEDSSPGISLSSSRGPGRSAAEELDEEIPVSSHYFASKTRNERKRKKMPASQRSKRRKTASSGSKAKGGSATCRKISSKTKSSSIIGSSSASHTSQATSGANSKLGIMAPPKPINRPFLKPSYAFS
ALOX12 inh – blocks human arachidonate 12S-lipoxygenase; P18054; purified 12hLO, xylenol orange hydroperoxide absorbance; Potency, µM (doses to about 108 µM), without a hit: at the top dose activity change, negative = inhibition, most hits filed as inhibitors; hit rate 1.1% among 580,000; also: potency is read from the fitted curve at half-maximal effect; % is scaled to controls: 0 for no effect and ±100 for the full control effect
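Hydroperoxide product was detected by ferrous iron/xylenol orange as the 573 to 405 nm absorbance ratio. Arachidonic acid at 40 uM (final) was turned over for 30 min at room temperature by 150 nM human 12hLO, pH 7.0 Hepes buffer, after 15 min compound preincubation.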
Pol iota inh – inhibitors of human DNA polymerase iota; Q9UNA4; Pol iota fluorescent replication assay, 10 min; Potency, µM (top dose mostly 115 µM), inactives show at the top dose activity, negative = inhibition, usual class: inhibitors; hit rate 1% among 390,000; AID 588590; also: potency is read from the fitted curve at half-maximal effect
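Pol iota at 10 nM preincubated 15 min with compounds at room temperature; reaction started with fluorescent substrate, 50 nM final. Fluorescence read kinetically at 0 and 10 min; buffer-only wells as negative control.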
APEX1 inh – APE1 (human) endonuclease inhibition; recombinant APE1, TAMRA/BHQ-2 abasic DNA cleavage fluorescence; hit rate 0.35% among 350,000; AID 2517; P27695; Potency, µM (titrated, usually from 65.8 µM), for inactives: at the highest dose activity change, negative = inhibition, hits mostly inhibitors;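 also: potency is read from the fitted curve at half-maximal effect; plate controls were vehicle for no effect and reference inhibitor for full effect; nearly all actives have a fitted effect of over 55% in size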
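0.75 nM APE1 + cpd, 15 min RT; start w/ 50 nM TAMRA/BHQ-2 THF-abasic dsDNA; kinetic fluor 525/598 nm ×3 reads @60 s; Δ(read3−read1); normalized to DMSO and NSC13755 control wells.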
POLB inh – inhibitors of human DNA polymerase beta | Pol beta primer extension/strand displacement, fluorescence kinetic | Potency, µM (highest dose often 114 µM), without a hit: at the highest dose activity change, negative = inhibition, actives largely listed as inhibitors | hit rate 1.3% among 340,000 | AID 485314; also: potency is read from the fitted curve at half-maximal effect; % is scaled to controls: 0 for no effect and ±100 for the full control effect
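10 nM enzyme + cpd, 15 min RT; start with substrate 50 nM final; read 0 min and after 10 min RT. Corrected, normalized data; 4-parameter Hill curve fit.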
Starred values were filed as active, the others as inactive; u = inconclusive; x = not tested or not shown; & = joins results of further samples; [ ] = dose if it differs, or a comment. Unless noted, calls follow the shape of the dose curve; as a rule, active = well fitted curve in the direction sought with a large enough effect; inconclusive = small, poorly fitted or top-dose-only effect, or another doubt; inactive = no such curve, though single readings can be large; an effect the other way counts as inactive or inconclusive. Some of the compounds tested; count on the stated rates, not on these rows.

SMILES	Apoferritin bind	POLK inh	TRHR ag	ERG Ets-DNA blk	BLM helicase inh	ALOX12 inh	Pol iota inh	APEX1 inh	POLB inh
Cc1ccc(CCNC(=O)c2ccc(NC(=O)N3CCSc4ccccc43)cc2)cc1	-9%	0%	0.0	4%	-1%	-22%	10%	x	26%
N#Cc1ccccc1Sc1ccccc1C(=O)NCC(c1ccco1)N1CCCC1 (stereo not given)	x	6%	0.0	-16%	x	u	-8%	4%	x
O=C(CSc1cn(CC(=O)N2CCCC2)c2ccccc12)Nc1cc(C(F)(F)F)ccc1Cl	-17%	-19%	0.2	0%	-7%	-20%	-3%	x	u
Fc1cccc(/C=N/Nc2nc3ccccc3[nH]2)c1	2%	-4%	0.0	14%	-1%	-4%	-5%	-4%	-23%
CCCc1cc(C(=O)Nc2ccc(C(=O)c3ccc(F)cc3)cc2)n(C)n1	u	-4%	1.6	-21%	-9%	x	19%	-6%	35%
O=C(CCN1C(=O)/C(=C\c2ccccc2F)SC1=S)N1CCCCC1	-5%	10%	0.1	-8%	-3%	-3%	10%	18%	12%
CC1=CC2=NC(=O)CC(C)(C(=O)N(CC(=O)NC3CCCC3)c3ccccc3C)N2C=C1 (stereo not given)	6%	-9%	-0.1	-13%	-1%	0%	13%	-8%	-9%
CCn1c(COc2ccccc2C)nnc1SCC(=O)Nc1cc(C)on1	8%	-4%	0.0	9%	1%	2%	5%	-2%	3%
O=C(Cn1ccc(C(F)(F)F)n1)N=Nc1c(O)[nH]c2ccc(Br)cc12	u	3%	0.9	17%	1%	-2%	-1%	-5%	-7%
O=C(COc1cccc(C(F)(F)F)c1)Nc1cccc(S(=O)(=O)NC2=NCCCCC2)c1	x	3%	x	6%	x	-1%	-5%	x	x
CC(=O)Nc1ccc(S(=O)(=O)Nc2nc3cc4c(cc3nc2Cl)OCCO4)cc1	80%[activator]	-6%	0.3	13%	-5%	-22%	103%[activator]	15%	18%
Cn1nc(C(=O)N2CCCC2)c2ccccc2c1=O	4%	-3%	0.6	-5%	-2%	-19%	4%	1%	8%
O=C(CSc1nnc(NC(=O)c2ccco2)s1)Nc1ccccc1F	-13%	8%	-0.4	-4%	0%	-6%	-23%	0%	1%
CC(C)C[C@@H](CC#N)N1CCN(Cc2ccccc2)CCC1=O	-15%	-14%&-12%	0.3	-6%	2%	6%	u	6%	15%
CC(C)c1ccc(/C=C/C(=O)NCc2ccc(S(N)(=O)=O)cc2)cc1	u	-7%	-0.1	15%	-14%	-27%	107%[activator]	-5%	-28%
COc1cccc(/C=N/NC(=O)NC2CCCCC2)c1O	-12%	-6%	-0.3	-8%	-4%	13%	12%	1%	-17%
COc1ccc(N(CC(=O)N2CCc3ccccc32)S(=O)(=O)c2c(C)noc2C)cc1	-9%	-6%	-0.3	0%	-7%	2%	11%	-3%	11%
CC(C)(C)C(=O)Nc1cccc(-c2nnc(-c3cccc(NC(=O)C(C)(C)C)c3)o2)c1	24%	1%	0.0	7%	-1%	40%[activator]	3%	-8%	-14%
O=C(O)c1ccc(-c2nc3scc(-c4ccccc4)c3c(=O)[nH]2)cc1	-1%	-9%	0.7	11%	-5%	15%	-16%	4%	-1%
CN(c1ccccc1)S(=O)(=O)c1ccc(NC(=O)c2cc(=O)c3ccccc3o2)cc1	-11%	0%	0.6	2%	1%	10%&-15%	22%	x	0%
CCOC(=O)CC1C(=O)NCCN1C(=O)c1cccc(C(F)(F)F)c1 (stereo not given)	-5%	-5%	-0.1	-7%	2%	74%[activator]	14%	2%	2%
Cc1cnc(NC(=O)c2ccc3c(c2)C(=O)N(Cc2ccco2)C3=O)s1	u	-5%	0.3	-1%	-5%	426%[activator]	u	-5%	u
Cc1cc(N2CCN(CC(O)C(F)(F)F)CC2)c2ccccc2n1 (stereo not given)	0%	1%	0.8	-1%	4%	0%	28%	-12%	28%
COc1ccc(-c2cc(C(F)(F)F)nc(NC3CCCC3)n2)cc1OC	-15%	-22%	1.2	0%	-13%	10%	-6%	-4%	20%
COc1ccc(N2CCN(C(=O)Cn3ncc4c([nH]c5ccccc54)c3=O)CC2)cc1	-1%	8%	0.8	11%	0%	1%	-6%	30%	20%
CCN(CC)C(=O)c1ccccc1NS(=O)(=O)c1ccc(OC)c(C(=O)N2CCOCC2)c1	5%	1%	0.6	-3%	-8%	3%	105%[activator]	30%	-3%
CS(=O)(=O)c1ccc(-c2cccc(NC(=O)c3ccco3)c2)nn1	x	-10%	-0.2	0%	x	11%	-10%	-3%	x
COC(=O)Cc1ccc(OC(=O)CCS(=O)(=O)c2ccc(C)cc2)cc1	x	-9%	-1.7	-1%	x	-29%	29%	-3%	x
COc1cccc2cc(C(=O)NCC3CCCO3)c(=O)oc12 (stereo not given)	-2%	-16%	0.7	6%	-1%	9%	27%	0%	u
Cc1cc(N2C(=O)C(O)=C(C(=O)c3ccc(C)o3)C2c2cccs2)no1 (stereo not given)	-10%	-9%	-0.6	10%	0%	u	-3%	19%	2%
CCCN(C(=O)CSc1nc2cc(S(=O)(=O)N(CC)CC)ccc2o1)C1CCS(=O)(=O)C1 (stereo not given)	x	-11%	-0.2	3%	x	14%	u	-15%	x
O=C(CN1CCCC1)Nc1ccc(-c2nc3cc(NC(=O)CN4CCCC4)ccc3o2)cc1	1%	-1%	1.8	-5%	113%[activator]	-9%	x	1%	21%
COc1cc2[nH]c(=O)n(Cc3ccc(C(=O)N4CCN(c5ccc(Cl)cc5)CC4)cc3)c(=O)c2cc1OC	7%	-2%	0.8	-2%	-12%	-12%	-17%	x	27%
CCOC(=O)N1CCc2c(sc(NCc3sccc3C)c2C(=O)Nc2ccc(OC)cc2OC)C1	-20%	-18%[60.1 µM]	-0.5	-2%	-9%	u	u	x	1%
COc1ccc(N2C(=O)C(CN3CCN(C)CC3)C2c2ccccc2)cc1 (stereo not given)	-6%	-13%	1.4	6%	0%	-7%	-5%	1%	-1%
COCCn1c(C)cc(O)c(C(c2ccc(OC)cc2)N2CCCCC2)c1=O (stereo not given)	-7%	-15%[60.1 µM]	0.2	-1%	-2%	-1%	4%	x	0%

Grouped by structure: those above containing a cyano group (two)
SMILES	Apoferritin bind	POLK inh	TRHR ag	ERG Ets-DNA blk	BLM helicase inh	ALOX12 inh	Pol iota inh	APEX1 inh	POLB inh
N#Cc1ccccc1Sc1ccccc1C(=O)NCC(c1ccco1)N1CCCC1 (stereo not given)	x	6%	0.0	-16%	x	u	-8%	4%	x
CC(C)C[C@@H](CC#N)N1CCN(Cc2ccccc2)CCC1=O	-15%	-14%&-12%	0.3	-6%	2%	6%	u	6%	15%

Further entries.
SMILES	Apoferritin bind	POLK inh	TRHR ag	ERG Ets-DNA blk	BLM helicase inh	ALOX12 inh	Pol iota inh	APEX1 inh	POLB inh
Cc1cc(C)c(C)c(S(=O)(=O)N[C@@H](C)C(=O)OC(C)C(=O)NC(N)=O)c1C (stereo not given in full)	-5%	-1%	-0.8	0%	-1%	4%	15%	6%	1%
Cc1nc(C#N)c(N/N=C/c2cccc(Cl)c2)o1	-4%	-2%	0.2	0%	-3%	40µM*	36%[activator]	u	-13%
COP(=O)(/C=C/c1ccccc1)C(O)c1ccc(F)cc1 (stereo not given)	-12%	-12%	0.7	5%	-2%	-7%	-4%	-3%	-2%
COc1cc(/C=N/n2cnnc2)ccc1OC(=O)c1ccco1	-8%	6%	0.0	2%	-1%	-9%	-10%	1%	-2%
CCC(C(=O)Nc1cc(F)ccc1F)n1nc(-c2cc(C)ccc2C)ccc1=O (stereo not given)	u	-1%	0.6	-1%	-9%	-10%&-19%	2%	x	-7%
CSc1ccccc1NC(=O)CN(C)CC(=O)Nc1cc(C)ccc1C	0%	-15%	-0.9	-3%	6%	0%	7%	2%	16%
CCc1cc[n+](CC(=O)Nc2ccc(Cl)cc2Cl)cc1	-1%	-14%	0.0	-1%	3%	-3%	-5%	-4%	31%[activator]
Cc1ccc(CN(C(=O)c2csnn2)C(C(=O)NC2CCCC2)c2ccco2)cc1 (stereo not given)	-7%	-2%	-0.6	1%	-6%	-26%	17%	80%	-1%
O=C(COc1ccc(/C=N/NC(=O)C(=O)N2CCCCCC2)cc1)Nc1ccccc1Cl	u	-4%	-0.4	12%	-4%	1%	13%	0%	-7%
CCN1CCN(c2nc3c(c(=O)[nH]c(=O)n3C)n2Cc2ccccc2)CC1	-18%	-15%	0.2	-3%	-1%	8%	7%	-3%	u
C[C@@H](NC(=O)[C@@H]1Cc2ccccc2CN1)C(=O)Nc1ccc2c(c1)OCCO2	-3%	-28%	-0.9	-2%	0%	16%	7%	-6%	0%
Cc1nc(SCc2ccccc2)n[nH]1	-6%	-2%	-0.8	1%	-2%	150%[activator]	12%	7%	12%
Cc1ccccc1NS(=O)(=O)c1ccc(OCC(=O)NCc2ccco2)cc1	-10%	-5%	-0.5	7%	1%	-5%	7%	0%	1%
CCN1CCC(O)(C#Cc2ccccc2)CC1	0%	2%	1.8	2%	-1%	-3%	8%	39%[activator]	-27%
COc1cccc(CNC(=O)CCC(=O)N2CCSc3ccccc32)c1OC	-16%	-2%	-0.2	-2%	-1%	8%	8%	61%[activator]	0%
Cc1cccc(N2C(=O)N3[C@@H]4c5ccccc5OC[C@@H]4[C@@H](c4ccccc4)[C@@]3(C)C2=O)c1	5%	-7%	0.8	12%	-10%	6%	u	8%	-6%
O=S(=O)(Nc1nccs1)c1ccc(F)cc1	-8%	1%	-0.3	-1%	-8%	0%	-25%	4%	5%
O=C(O)CSc1nnc(-c2ccco2)o1	-5%	-2%	-0.1	-21%	-1%	-21%	12%	5%	-23%
CC(C)(C)N(Cc1ccccc1)C(=O)COC(=O)c1ccc(S(=O)(=O)N2CCOCC2)cc1	x	-4%	x	1%	x	-15%	15%	3%	x

From PubChem BioAssay
